mABHD4 FP – inhibits mouse alpha/beta hydrolase domain 4; purified mABHD4, FP-Rh probe fluorescence polarization; inhibition, % at 8.92 µM; actives 0.54% (n = 370,000); AID 720543;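 active means inhibition exceeding the mean over every tested compound plus 3 SD, cut at about 30% in these data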;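 further: 0% = plate median of compound wells and 100% = S159A mutant with DMSO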
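Test system: mABHD4 protein; Read-out basis: % inhibition; Incubation: 45 min + 60 min at 25 °C; Repeats: single replicate; Technique: fluorescence polarization with parallel and perpendicular emission, 525/598 nm; Compound: 8.92 µM, single dose; Benchmarks: full inhibition S159A mutant plus DMSO, zero as sample-well median.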
NR1D1 modulator – modulators of human Rev-erb alpha DNA binding | P20393 | activity, % at 10 µM | actives 0.79% (n = 370,000) | Rev-erbα–FITC-DNA binding, fluorescence polarization, 90 min;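 active means activity above about 14%, limit read from the data; passing the limit was not always enough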;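 further: 0% = DMSO wells with 35 nM protein and 100% = DMSO wells with 750 nM protein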
Target sequence (P20393 whole entry, looked up): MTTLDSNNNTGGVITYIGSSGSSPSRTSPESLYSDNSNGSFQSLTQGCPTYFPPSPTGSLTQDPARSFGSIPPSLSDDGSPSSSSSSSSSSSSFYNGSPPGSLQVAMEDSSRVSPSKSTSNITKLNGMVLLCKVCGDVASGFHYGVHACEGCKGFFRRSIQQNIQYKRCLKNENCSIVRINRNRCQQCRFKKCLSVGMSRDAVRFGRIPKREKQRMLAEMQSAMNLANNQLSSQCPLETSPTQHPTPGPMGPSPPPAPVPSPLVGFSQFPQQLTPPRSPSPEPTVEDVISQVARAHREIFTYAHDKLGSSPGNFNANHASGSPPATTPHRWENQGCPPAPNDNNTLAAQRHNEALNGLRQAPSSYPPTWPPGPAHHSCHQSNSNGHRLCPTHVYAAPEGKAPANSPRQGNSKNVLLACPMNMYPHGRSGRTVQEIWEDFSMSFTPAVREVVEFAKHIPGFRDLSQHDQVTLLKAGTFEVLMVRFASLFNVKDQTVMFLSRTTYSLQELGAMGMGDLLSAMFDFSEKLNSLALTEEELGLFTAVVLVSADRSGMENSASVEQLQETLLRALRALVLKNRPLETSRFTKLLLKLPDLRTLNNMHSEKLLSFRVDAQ
rCAG binder – binds r(CAG) RNA repeats; r(CAG) RNA repeat, TO-PRO-1 dye displacement fluorescence; inhibition, % at 3 µM; actives 1.3% (n = 370,000); AID 651821;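 active means inhibition above the plate cutoff, the mean of all test compounds on that plate plus 3 SD, cut at about 35% in these data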;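 further: 0% = DMSO alone and 100% = 100 µM mitoxantrone as full dye displacement; higher means more dye released from RNA so lower well fluorescence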
TDP2 absorb – blocks human TDP2 phosphodiesterase activity. O95551. recombinant TDP2, T5PNP hydrolysis, p-nitrophenol absorbance 415 nm. inhibition, % at 12.8 µM. actives 0.34% (n = 370,000);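 active means inhibition above the mean of all tested compounds plus 3 SD, set per campaign, cut at about 25% in these data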;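 further: 0% = DMSO with enzyme and 100% = buffer with substrate but no TDP2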
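test system = human TDP2 enzyme | input = TDP2 enzyme at 120 nM final | medium = 50 mM Tris-HCl pH 7.5 with Mg2+, KCl, DTT, BSA | also added = T5PNP substrate, 5 mM | times = 2 h at 37 °C | technique = epi absorbance | benchmarks = high control without enzyme, low control DMSO plus TDP2 | replication = each compound tested once, singlicate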
LEDGF integ inh – blocks HIV-1 LEDGF/p75-dependent DNA integration; TR-FRET IN-LEDGF/p75 DNA integration, Eu/Cy5; inhibition, % at 3.7 µM; actives 0.64% (n = 370,000);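 active means inhibition above the screen-wide mean plus 3 SD, cut at about 13% in these data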;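 further: signal is the Cy5 over europium emission ratio at 671 and 618 nm; 0% = plate median of compound wells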
PG9 binder – binds the HIV-1 gp120 antibody PG9; TR-FRET gp120-PG9 antibody binding; inhibition, % at 6.7 µM; actives 0.43% (n = 360,000); AID 624416; in the data active means inhibition above about 8.5%
SIAE primary – inhibitors of human sialic acid acetylesterase SIAE. SIAE FP-Rh probe binding, fluorescence polarization. inhibition, % at 9.66 µM. actives 0.69% (n = 370,000). AID 1053197;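 active means inhibition above a cutoff: mean of compounds within the control limits plus 3 SD of those, cut at about 17% in these data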;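 further: 0% = plate median of compound wells and 100% = probe without SIAE protein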
PRMT1 inh – PRMT1 (human) inhibition, primary screen; recombinant PRMT1, activity-based probe fluorescence polarization; actives 1.3% (n = 370,000); Q99873; inhibition, % at 2.79 µM;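 active means inhibition above about 21% made by adding two undisclosed values, limit read from the data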
Target sequence (Q99873 whole entry, looked up): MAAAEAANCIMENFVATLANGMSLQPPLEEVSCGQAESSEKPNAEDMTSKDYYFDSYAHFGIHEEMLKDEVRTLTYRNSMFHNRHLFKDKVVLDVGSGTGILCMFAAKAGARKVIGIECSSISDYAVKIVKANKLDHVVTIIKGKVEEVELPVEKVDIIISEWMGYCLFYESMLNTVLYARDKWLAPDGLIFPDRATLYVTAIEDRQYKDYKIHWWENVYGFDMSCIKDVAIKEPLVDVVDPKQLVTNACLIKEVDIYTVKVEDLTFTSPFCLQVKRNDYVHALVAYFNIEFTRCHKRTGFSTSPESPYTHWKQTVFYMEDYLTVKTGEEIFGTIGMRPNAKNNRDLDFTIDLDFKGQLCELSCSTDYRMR
HTRA1 inhibitor – blocks human HTRA1 serine peptidase; recombinant HTRA1, FP-rhodamine activity-based probe, fluorescence polarization; actives 0.5% (n = 340,000); AID 504803; Q92743; inhibition, % at 5.96 µM; in the data active means inhibition above about 36%;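 further: 0% = enzyme with DMSO and 100% = wells lacking enzyme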
TCR CD3 inh – blocks the human TCR-CD3 interaction; inhibition, % at 9.4 µM; actives 0.37% (n = 360,000); TAMRA-labeled TCR probe fluorescence, biochemical; in the data active means inhibition above about 19%;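 further: recombinant mutant TCR 2C K166C tagged with TAMRA read by polarization; 0% = receptor in buffer alone and 100% = receptor with positive control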
An asterisk follows results filed as active; · = not tested or not shown. The list is partial; the hit share may differ from the screen's.

| mol | mABHD4 FP | NR1D1 modulator | rCAG binder | TDP2 absorb | LEDGF integ inh | PG9 binder | SIAE primary | PRMT1 inh | HTRA1 inhibitor | TCR CD3 inh |
| --- | --- | --- | --- | --- | --- | --- | --- | --- | --- | --- |
| O=C(CSc1nc(-c2ccccc2)cc(C(F)(F)F)n1)c1cccc([N+](=O)[O-])c1 | -4 | 0 | 5 | 4 | -1 | 1.5 | -9 | 3 | 2 | -2 |
| C=CCn1c(=S)[nH]c2sc3c(c2c1=O)CCC3 | 7 | 1 | 6 | 6 | -1 | -0.9 | 10 | 8 | -9 | -6 |
| CC(=O)Nc1ccc(NC(=O)CSc2nnc(CC(C)O)n2-c2ccccc2)cc1 (configuration not stated) | -8 | 4 | -5 | -9 | 3 | 1.4 | -2 | 4 | 5 | -8 |
| COc1ccccc1N1CCN(C(=O)C2CCN(S(=O)(=O)c3ccc4c(c3)CC(C)N4C(=O)C3CC3)CC2)CC1 (configuration not stated) | 1 | 2 | 3 | -13 | 4 | -0.3 | 2 | -5 | -7 | -2 |
| CCOc1ccc(C(=O)NCc2ccco2)cc1OCC | -16 | 4 | -1 | -14 | -5 | -2.5 | -4 | 6 | 8 | -1 |
| CCCCCSc1nnc(N)s1 | -1 | 0 | -1 | 5 | -1 | 2.2 | -4 | -1 | 1 | -2 |
| CCOC(=O)c1ccc(NCc2nc3ccccc3n2C)cc1 | 5 | -2 | -4 | 8 | 1 | 1.9 | -2 | -2 | -16 | 8 |
| CCOC(=O)c1cc(C#N)c(SCc2ccc(C#N)cc2)nc1C | -12 | 3 | -1 | 10 | -1 | 0.0 | 4 | 0 | -1 | 4 |
| COc1ccc(Br)cc1C(=O)Nc1nnn(C)n1 | -2 | 3 | 0 | 0 | 2 | 0.2 | -3 | 0 | 8 | -7 |
| CCn1c(NCCc2ccc(OC)c(OC)c2)nc2c1c(=O)n(C)c(=O)n2C | -3 | -2 | -1 | -3 | 2 | -0.5 | 1 | -2 | 4 | 3 |
| CSc1ccc(/C=C(/NC(=O)c2ccco2)C(=O)N2CCCCCC2)cc1 | -2 | 1 | -8 | 12 | -2 | -2.4 | 4 | -6 | 0 | 3 |
| Cc1c(C(=O)NCC2CCCO2)oc2ccc3c(c12)C(=O)CC(C)(C)O3 (configuration not stated) | 4 | 3 | -4 | -4 | 1 | 2.4 | 6 | -2 | 0 | -2 |
| CCc1noc(C)c1C(=O)Nc1nc(-c2ccc(OC)cc2)cs1 | -2 | -2 | 1 | 11 | 0 | -1.1 | -3 | -5 | -8 | -3 |
| COc1ccc(-n2cnc3scc(-c4ccccc4)c3c2=O)cc1 | -1 | 5 | -1 | 1 | 0 | -0.9 | -1 | 1 | -17 | 1 |
| CCN1CCN(CCOCCOc2ccccc2)CC1 | 17 | -1 | 0 | 28* | 0 | -0.9 | 3 | -1 | -1 | 1 |
| CCCCn1c(N)c(N(CCOC)C(=O)c2sc3ccccc3c2Cl)c(=O)[nH]c1=O | -7 | 6 | -2 | -2 | 0 | 2.3 | 0 | 3 | -3 | -4 |
| COc1ccc(N(C)S(=O)(=O)c2cccc(C(=O)NC3CCCCCC3)c2)cc1 | 1 | 0 | -4 | 1 | -5 | 0.3 | -2 | 3 | -15 | -6 |
| Cc1cccc(OCCCn2ccnc2)c1 | 1 | -3 | -5 | -4 | 1 | 0.0 | -2 | -2 | 6 | -2 |
| C[C@H]1CN([C@@H](C)CO)C(=O)c2cc(NC(=O)Cc3ccccc3)ccc2O[C@H]1CN(C)Cc1ccccc1 | 6 | 3 | -11 | 3 | -2 | -0.9 | -2 | -5 | 2 | 4 |
| CCc1ccc(NC(=O)C(NS(=O)(=O)c2cccc3nsnc23)c2ccccc2)cc1 (configuration not stated) | -10 | 1 | 9 | -11 | -1 | -0.3 | -7 | 2 | -32 | -1 |
| C[C@@H]1O[C@@H](n2c3ccc(Cl)cc3c3ccc4c5cc(Cl)ccc5[nH]c4c32)[C@H](O)[C@H](O)[C@H]1O | -1 | 10 | 62* | -9 | 2 | · | -10 | 2 | · | · |
| Cc1cc([N+](=O)[O-])nn1CCCC(=O)Nc1c(C)n(C)n(-c2ccccc2)c1=O | -1 | 4 | 1 | 7 | 3 | 0.5 | -3 | -7 | 4 | 7 |
| Cc1cc(C)nc(NS(=O)(=O)c2ccc(NC(=O)c3snnc3C)cc2)n1 | -3 | -1 | 4 | -4 | 0 | -2.4 | 4 | 5 | -1 | 4 |
| CC(=O)Nc1c(Br)cc2c(c1Br)Cc1cc([N+](=O)[O-])ccc1-2 | 5 | 0 | 3 | 1 | 6 | -1.3 | -2 | -5 | 8 | 0 |
| COc1ccc(C(=O)Nn2cnc3scc(-c4cccs4)c3c2=O)c(O)c1 | -2 | 2 | 24 | 4 | -3 | 0.4 | 6 | 3 | 12 | -2 |
| C=CCN(C(=O)CNS(=O)(=O)c1ccccc1)C(C(=O)NCCOC)c1cccnc1 (configuration not stated) | 7 | -1 | 0 | -10 | -6 | -0.5 | 2 | 1 | 6 | 2 |
| C/C(N)=C(/C#N)C(=O)CSc1nnc(C)n1-c1ccccc1 | -1 | -5 | 2 | -11 | 1 | -3.2 | -6 | -2 | -5 | -2 |
| N#Cc1c(-n2ccnc2)cccc1-n1ccnc1 | 4 | 2 | -1 | 0 | -2 | -1.3 | -6 | 1 | 5 | 5 |
| COc1ccccc1[C@@H]1C(c2cccc(C)c2)=NN(c2ccc(Br)cc2)[C@H]1C(=O)N1CCOC1=O | 7 | 0 | 7 | -1 | -6 | 2.2 | -7 | 8 | -6 | -3 |
| CCN1C(=O)/C(=C/c2ccc(OCc3ccc(C(=O)O)cc3)c(Cl)c2)NC1=S | -33 | -3 | 57* | -4 | 6 | -4.2 | -11 | -5 | -38 | 4 |
| COc1ccc(-n2c(SCC(=O)NCc3ccco3)nc3c([nH]c4ccccc43)c2=O)cc1 | 0 | -2 | 9 | 1 | 1 | 2.5 | -8 | 9 | -8 | -7 |
| COC(=O)c1ccc(CNC(=O)CSC2=NCCS2)cc1 | 0 | -5 | -1 | 1 | -1 | -1.2 | -5 | 2 | 5 | 8 |
| Cc1ccccc1N(C(=O)CNC(=O)c1ccco1)C(C(=O)NC1CCCCC1)c1cccnc1 (configuration not stated) | 1 | -1 | -3 | 17 | 0 | 0.2 | -1 | -4 | -6 | 6 |
| CC1=C(C)CC(C(=O)NC(C)CCc2ccccc2)C(C(=O)O)C1 (configuration not stated) | -5 | -4 | 2 | -4 | 0 | 0.4 | -8 | 2 | 5 | 4 |
| NC(=O)c1ccc(NC(=O)COC(=O)c2ccc3c(c2)OCCO3)cc1 | 1 | 5 | 1 | 4 | -4 | -0.6 | -7 | 3 | -3 | 3 |
| CSc1ncccc1C(=O)OCC(=O)NC1CCCC1 | -1 | -1 | -1 | -4 | 1 | -0.3 | -4 | 1 | 7 | -3 |
| COc1cc(/C=N\NC(=O)C2C(=O)NCC2c2ccccc2)cc(OC)c1O (configuration not stated) | 2 | 0 | -2 | 7 | -3 | -5.9 | 6 | 2 | 3 | 3 |
| Nc1nc(NC(=O)c2cccnc2)nn1-c1ccccc1 | 3 | -2 | 2 | 1 | 1 | -0.5 | -2 | 0 | -1 | 3 |
| Cn1cnc(S(=O)(=O)N2C[C@@H](O)COC[C@@H]3O[C@H](CC(=O)NC4CCC4)CC[C@H]32)c1 | -5 | -2 | 3 | 1 | 3 | -0.5 | -7 | -3 | · | -6 |
| Cc1ccc(S(=O)(=O)N(CC(=O)NCc2ccc(F)cc2)C(=O)N2CCN(C)CC2)cc1 | -6 | -7 | 0 | 0 | 1 | 2.3 | 4 | 4 | -4 | -6 |
| Cc1ccccc1NC(=O)C1C(=O)Nc2ccccc2C(=O)N1Cc1ccccc1 (configuration not stated) | 5 | -7 | 5 | 6 | 4 | -0.9 | 3 | -4 | · | 11 |
| N#CC1=C2N=C(N)c3ccccc3N2C2=C(C(=O)CCC2)C1c1ccccc1F (configuration not stated) | 6 | 14 | -5 | -4 | 4 | -2.5 | 5 | 4 | 2 | -3 |
| CCCC(=O)Nc1ccc(C(N)=O)cc1 | -6 | -2 | -2 | 6 | 1 | -1.4 | -1 | -1 | -3 | 5 |
| CCOC(=O)c1csc(NC(=O)c2cc(-c3ccccn3)nc3ccccc23)n1 | 2 | 4 | 0 | 0 | -5 | -0.2 | -5 | 1 | 3 | -7 |
| CCOC(=O)C(Cc1ccc(O)cc1)NC(=O)CNC(=O)C(CC(C)C)NC(=O)OC(C)(C)C (configuration not stated) | 10 | 8 | -3 | -13 | 3 | -1.5 | -2 | 1 | -4 | -1 |
| CCCCN(CCCC)C(=O)/C=C/c1cccc([N+](=O)[O-])c1 | -17 | 6 | -15 | 2 | 1 | -1.4 | 2 | -4 | -9 | 0 |
| Cc1ccc2c(CC(=O)Nc3sccc3C(N)=O)coc2c1 | -9 | 1 | 6 | -12 | -2 | -0.3 | 6 | -3 | -19 | 3 |
| CC(C)C[C@@H](CN1C(=O)C(=O)NC[C@@H]1CC(C)C)NC(=O)Cc1ccccc1 | -3 | -2 | -7 | -6 | -1 | -1.1 | 3 | -1 | 12 | 4 |
| O=C(CCl)NC(Cc1ccccc1)c1ccccc1 (configuration not stated) | 2 | 0 | 1 | -7 | -3 | -0.8 | -1 | 4 | 0 | 7 |
| CN(CC(=O)Nc1cccc(F)c1)C(=O)c1ccccc1OCCOc1ccccc1 | -6 | -3 | -5 | -5 | 0 | 2.9 | 11 | 1 | -11 | -4 |
| Cc1noc(C)c1S(=O)(=O)N1Cc2ccccc2CC1C(=O)N(C)C (configuration not stated) | 3 | -5 | -1 | -3 | -7 | -2.0 | -5 | 4 | 1 | -5 |
| COC(=O)CC1(C(=O)OC)Oc2ccc(Br)cc2C(=O)N1c1cc(Cl)c(Cl)cc1Cl (configuration not stated) | 9 | 13 | 0 | 11 | -3 | -0.5 | 0 | -3 | -17 | 5 |
| N=c1n(CCN2CCOCC2)c2ccccc2n1CC(=O)c1cccc([N+](=O)[O-])c1 | 4 | 0 | 3 | -11 | -3 | -2.6 | 2 | 8 | 2 | 3 |
| Cc1nc(Cl)cc(N/N=C/c2ccc(O)cc2O)n1 | -2 | 2 | 1 | -7 | -3 | -2.7 | -7 | 6 | 14 | -8 |
| CC(C)(C)c1ccc(C(=O)NCC(=O)N2CCCCCC2)cc1 | 5 | -3 | -5 | -1 | -3 | -0.6 | 21* | 0 | -6 | 1 |
| CCOC(=O)C1(Cc2cccc(OC)c2)CCN(Cc2ccccc2)CC1 | -1 | -2 | -4 | -7 | -2 | -1.6 | -4 | 1 | -5 | -1 |
| N#Cc1c(N)n(CCNC(=O)c2ccccc2)c2nc3ccccc3nc12 | -2 | -7 | -1 | -2 | -7 | -1.3 | 3 | -1 | -6 | 7 |

Taken from above:
Entry of CCCCCSc1nnc(N)s1 under PRMT1 inh: -1
Entry of C=CCn1c(=S)[nH]c2sc3c(c2c1=O)CCC3 under LEDGF integ inh: -1

High-throughput results as filed in PubChem.
